Screening results as filed in PubChem BioAssay.
M. tuberculosis HTS – M. tuberculosis growth inhibition, HTS (AID 449762); hit rate 0.59% among 330,000; inhibition, % at 25 µM; hits with a dose series show IC50 in µM; M. tuberculosis H37Rv growth inhibition, 7H9 media; higher % means a stronger effect; in the data active = a potency from the dose series; inconclusive = inhibition above about 70% without an active follow-up result;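 also: bacterial growth assessed after seven days of incubation; strong numbers were not always called active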
Salmonella PhoP GFP – Inhibition of PhoP regulon, Salmonella typhi GFP reporter cells, confirmation, 4 h (AID 1850) | inhibition, % at 50 µM; hits with a dose series show IC50 in µM | Salmonella Typhi PhoP-promoter GFP reporter, fluorescence, 4 h; higher % means a stronger effect | hit rate 0.33% among 310,000; in the data active = a potency from the dose series; inconclusive = inhibition mostly from about 25% at the one dose, without a potency; inactive = the rest, 99 in 100 with inhibition below about 19%;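 also: 0% = induced wells with vehicle and 100% = uninduced wells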
H1N1 NS1A inhibition – H1N1 influenza NS1A inhibitors, functional cell based assay (AID 504329) | NS1A functional cell-based assay, percent inhibition; higher % means a stronger effect | inhibition, % at 12.5 µM; hits with a dose series show IC50 in µM | hit rate 0.3% among 340,000; in the data active = a potency from the dose series; inconclusive = inhibition above about 27% without an active follow-up result; also: strong numbers were not always called active
VEEV TC-83 Vero – inhibitors of VEEV TC-83 cytopathic effect, confirmation, Vero cells (AID 588727); Vero cells, VEEV TC-83 cytopathic effect inhibition; higher % means a stronger effect; inhibition, % at 20 µM; hits with a dose series show IC50 in µM; hit rate 0.13% among 350,000; in the data active = a potency from the dose series; inconclusive = inhibition mostly from about 14% at the one dose, without a potency; inactive = the rest, 99 in 100 with inhibition below about 12%; also: strong numbers were not always called active
M. tuberculosis – growth inhibition of non-replicating M. tuberculosis (AID 488890); Mycobacterium tuberculosis non-replicating, growth inhibition; higher % means a stronger effect; one-dose inhibition, % at 25 µM; IC50 in µM for titrated hits; hit rate 0.39% among 320,000; in the data active = a potency from the dose series; inconclusive = inhibition mostly from about 82% at the one dose, without a potency; inactive = the rest, 99 in 100 with inhibition below about 76%;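 also: plate controls were DMSO cells for no effect and high antibiotic wells for full effect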
VEEV TC-83 Vero 10K pilot screen – also measured in VEEV TC-83 Vero; calls as there; inhibition, %; measured here: 10K pilot screen inhibition
Numbers without * were called inactive; i = inactive; ? = inconclusive; · = no result given.

SMILES	M. tuberculosis HTS	Salmonella PhoP GFP	H1N1 NS1A inhibition	VEEV TC-83 Vero	M. tuberculosis	others
CCC(C(=O)Nc1ccc(C(C)C)cc1)c1ccccc1 (centres undefined)	4.2%	7.3%	-0.5%	0.0%	-4.8%
O=C(OCc1c(F)cccc1Cl)c1cnccn1	58.4%	-2.4%	0.6%	1.7%	4.0%
COc1ccc(N(C)S(=O)(=O)c2c(C)[nH]c(=O)[nH]c2=O)cc1	1.3%	-9.2%	4.4%	3.2%	0.9%
O=C1c2ccccc2C(=O)c2c(Nc3ccc(CCO)cc3)ccc(O)c21	47.5%	-3.6%	?	4.0%	54.0%
COc1ccc(S(=O)(=O)Nc2cccc(SC)c2)cc1C(=O)N1CCOCC1	3.0%	-4.7%	-2.3%	0.7%	2.6%
CCN(CC)S(=O)(=O)c1ccc(/C=C/C(=O)OCC(=O)N(C)C)cc1	4.6%	-3.3%	-5.9%	0.3%	26.2%
Cc1ccc2nc(-c3ccc(NC(=S)NCCC(C)C)cc3)sc2c1	-8.6%	-1.9%	0.9%	0.4%	27.1%
Cc1cccc(NC(=S)NCC(c2cccnc2)N2CCOCC2)c1 (centres undefined)	-8.4%	-3.1%	-5.3%	4.6%	38.8%
COc1ccc(-c2nc(N)ncc2-c2ccc(Cl)cc2)c(O)c1	4.3%	5.8%	-20.6%	1.1%	6.8%
CCCc1cc(=O)[nH]c(SCC(=O)Nc2sc3c(c2C#N)CCCC3)n1	-6.3%	-1.2%	29.7%	0.7%	13.4%
Cc1cc(NC(=O)c2cccc(S(=O)(=O)N3CC(c4ccccc4)CC3=O)c2)no1 (centres undefined)	-1.7%	-38.2%	3.1%	5.1%	27.1%
Cc1cccc(OCc2nnc(SCC(=O)N3CC(=O)Nc4ccccc43)o2)c1	3.0%	4.7%	4.5%	2.9%	23.4%
C/C(=C/c1ccccc1)C(=O)N1CCN(c2ccccc2)CC1	5.4%	0.5%	1.4%	i	76.9%
CCN(CC(=O)Nc1ccc(C)c(F)c1)CC(=O)NC(C)(C)C	1.2%	-1.3%	7.7%	0.0%	4.2%
Cc1c(NC(NC(=O)CC(C)C)C(Cl)(Cl)Cl)c(=O)n(-c2ccccc2)n1C (centres undefined)	-0.8%	-9.1%	-13.3%	1.1%	-15.2%
CCN(CC)C(=O)N1c2ccccc2C=Cc2ccccc21	10.8%	-10.9%	-10.0%	4.41µM*	49.7%
O=C(Nc1cccc(S(=O)(=O)N2CCCCCC2)c1)c1cc(=O)c2ccccc2o1	-7.8%	-23.5%	1.9%	7.8%	10.4%
Cc1c(-c2ccc(F)cc2)nc(N)c(C#N)c1-c1cccs1	-0.8%	-8.7%	-24.0%	i	18.9%
Cc1ccc(NC(=O)c2ccco2)c(NC(=O)c2cccs2)c1	-3.4%	-6.8%	-0.8%	0.9%	1.4%
COC12NC(=O)N(C)C1(OC)C(=O)N(C)C(=O)N2C (centres undefined)	-9.9%	-6.5%	5.9%	0.7%	-10.2%
CN(Cc1nnc(-c2ccc(F)cc2)o1)c1ccccc1	-0.5%	6.2%	-3.4%	1.4%	78.3%
COc1ccc(CN2CC(C(=O)NCCC3=CCCCC3)CC2=O)cc1 (centres undefined)	-8.7%	-4.3%	-5.7%	1.3%	1.1%
O=C(NCCCN1CCOCC1)c1ccc2c(c1)N(Cc1ccc(Cl)cc1)C(=O)c1ccccc1S2=O (centres undefined)	5.0%	-15.4%	4.3%	i	12.9%
O=C(O)CCC(=O)NNc1ccccc1[N+](=O)[O-]	-2.4%	-6.8%	-8.5%	3.4%	-9.3%
COC(=O)c1cc(-c2c(C)nn(-c3ccccc3)c2C)n[nH]1	0.6%	-1.0%	-8.2%	6.8%	7.1%
COc1ccc2c(c1)[C@H]1[C@H](CO2)[C@H](c2ccccc2)[C@]2(C)C(=O)Nc3cc(C)ccc3C(=O)N12	3.0%	·	5.4%	0.9%	60.2%
C1CC2OC2CC1C1CO1 (centres undefined)	-2.8%	·	-7.3%	0.5%	-3.7%
O=C1C(=O)c2ccccc2C(O)=C1c1ccccc1F	0.5%	-1.2%	1.1%	0.3%	4.3%
Cn1c(SCCC#N)nnc1-c1ccc(F)cc1	-2.9%	1.1%	1.9%	i	6.0%
COC(=O)C1=C(c2ccc(Cl)c(C(F)(F)F)c2)C[C@@H]2CC[C@H]1N2C(=O)NCCOc1ccccc1	2.7%	·	-24.6%	6.5%	26.1%
COC(=O)c1ccc(C(=O)OCCCc2nc3ccc(N)cc3[nH]2)cc1	3.3%	-6.4%	6.5%	0.6%	4.7%
Cc1nc(SCCc2ccccc2)[nH]c(=O)c1C	3.6%	-9.2%	-3.8%	0.3%	·
CCCSc1nc2c(c(=O)[nH]c(=O)n2C)n1Cc1ccc(C)cc1	-4.1%	-3.9%	3.6%	i	-12.0%
CCOc1cccc(-c2nn3c(-c4ccco4)nnc3s2)c1	-2.4%	-11.3%	6.4%	2.6%	10.3%
CCOC(=O)c1csc(NC(=O)c2ccc(S(=O)(=O)N(C)C)cc2)n1	6.7%	10.4%	6.9%	0.4%	0.8%
Cc1ccc(C(=O)CC2(O)C(=O)N(CN3CCOCC3)c3ccccc32)cc1 (centres undefined)	-2.8%	18.3%	-0.4%	2.2%	-3.4%
CCOc1ccc(C2N(c3ccc(Cl)cc3)C(=O)C3CCCN32)cc1OC (centres undefined)	-8.2%	9.8%	0.7%	0.9%	-7.7%
O=C(CSc1nnc(CNC(=O)c2ccco2)o1)Nc1ccc(OC(F)(F)F)cc1	-1.0%	7.8%	11.6%	0.4%	0.2%
CCN(CC(=O)Nc1ccc2c(c1)OCCO2)C(=O)CC1CCCC1	-5.7%	2.9%	6.5%	0.4%	-2.7%
Cc1ccc(NNC(=O)c2snnc2C)cc1Cl	-4.0%	8.4%	-13.4%	0.9%	2.8%
CC(C)N(Cc1cc2ccccc2[nH]c1=O)C(=O)C(C)(C)C	0.0%	4.1%	0.1%	9.0%	-3.2%
C/C(=N\NC(=O)c1ccccc1O)C1CC1	9.6%	6.7%	-8.5%	i	·
CCOC(=O)C1=C(C)C(c2ccccc2)NC(=S)N1 (centres undefined)	-5.5%	3.5%	12.1%	i	21.2%
Cc1cc(C)c(C)c(Cn2c(CO)nc3ccccc32)c1C	5.6%	-4.7%	-7.2%	i	27.6%
O=C(O)CCC(=O)NNC(=O)CCC(=O)Nc1ccccc1	-0.5%	-4.6%	·	0.6%	-12.2%
CCCn1c(N2CCN(CC(=O)c3c[nH]c4ccccc34)CC2)nc2c1c(=O)[nH]c(=O)n2C	2.5%	-6.4%	4.7%	5.7%	6.8%
CCOC(=O)Cc1csc(SCC(=O)N2CCN(c3ccccc3)CC2)n1	-0.1%	·	2.4%	i	8.1%
CNc1nc2c(C)cccn2c(=O)c1C=Nc1ccc(OC)cc1	?	-0.2%	8.9%	2.0%	3.4%
CCc1ccc(OCC(=O)NC(=S)Nc2ccc(Br)c(C)n2)cc1	44.9%	-3.0%	-2.3%	0.0%	12.7%	VEEV TC-83 Vero 10K pilot screen=1.8
O=C(CN1CCN(S(=O)(=O)c2ccc(Cl)cc2)CC1)NC1CC1	0.8%	6.3%	-10.9%	0.5%	8.9%
O=C(NNC(=O)c1cc(Cl)ccc1O)c1cccs1	4.2%	9.0%	-7.1%	4.7%	-3.6%
C/C(=C\C(=O)c1ccc(Br)cc1)N1CCCCC1	-1.4%	-3.7%	0.3%	1.9%	72.7%
O=C(NC1CCCCC1)N1CCC(n2cnc3ccccc32)CC1	6.6%	-1.8%	-3.8%	2.0%	2.1%
Cc1ccccc1-c1cc(C(=O)NCc2ccc3c(c2)OCO3)n(CC2CC(c3cccnc3)=NO2)n1 (centres undefined)	1.6%	·	-5.8%	0.6%	-2.2%
Cc1cccc(NC(=O)CN2CCC(C(=O)c3ccc4c(c3)OCCO4)CC2)c1	-5.0%	1.0%	-3.8%	0.9%	37.2%
CCCCOc1cccc(-c2nnc(NC(=O)CSc3ccc(C)cc3)s2)c1	10.7%	7.8%	47.8%	i	-1.8%
CC(C)(C)N1C(=O)Cc2c1nc(N)c1c(N)nc(N3CCCCC3CO)c(C#N)c21 (centres undefined)	-0.8%	-1.2%	3.4%	7.2%	3.2%
O=C(OCC(=O)N1CCOCC1)c1cc(=O)[nH]c2ccccc12	1.1%	·	0.6%	0.2%	4.2%
COC(=O)C1=C(O)C2(C(=O)O)CC(C(=O)OC)=C(O)C(C(=O)O)(C1)C2	-4.0%	-1.3%	-9.2%	2.8%	-8.0%
COc1ccccc1N1CCN(c2cc(=O)n(-c3ccc(Br)cc3)c(=O)[nH]2)CC1	-0.4%	-15.4%	2.8%	3.2%	4.3%	VEEV TC-83 Vero 10K pilot screen=1.6

7 compounds picked at random from the list so far:
SMILES	M. tuberculosis HTS	Salmonella PhoP GFP	H1N1 NS1A inhibition	VEEV TC-83 Vero	M. tuberculosis	others
COc1ccccc1N1CCN(c2cc(=O)n(-c3ccc(Br)cc3)c(=O)[nH]2)CC1	-0.4%	-15.4%	2.8%	3.2%	4.3%	VEEV TC-83 Vero 10K pilot screen=1.6
O=C(OCC(=O)N1CCOCC1)c1cc(=O)[nH]c2ccccc12	1.1%	·	0.6%	0.2%	4.2%
C/C(=C\C(=O)c1ccc(Br)cc1)N1CCCCC1	-1.4%	-3.7%	0.3%	1.9%	72.7%
O=C(NNC(=O)c1cc(Cl)ccc1O)c1cccs1	4.2%	9.0%	-7.1%	4.7%	-3.6%
Cc1cccc(NC(=O)CN2CCC(C(=O)c3ccc4c(c3)OCCO4)CC2)c1	-5.0%	1.0%	-3.8%	0.9%	37.2%
Cc1ccccc1-c1cc(C(=O)NCc2ccc3c(c2)OCO3)n(CC2CC(c3cccnc3)=NO2)n1 (centres undefined)	1.6%	·	-5.8%	0.6%	-2.2%
COC(=O)C1=C(O)C2(C(=O)O)CC(C(=O)OC)=C(O)C(C(=O)O)(C1)C2	-4.0%	-1.3%	-9.2%	2.8%	-8.0%

Going on with the list:
SMILES	M. tuberculosis HTS	Salmonella PhoP GFP	H1N1 NS1A inhibition	VEEV TC-83 Vero	M. tuberculosis	others
CCc1ccc2[nH]c(C(=O)N(C)c3ccc(F)cc3F)cc2c1	1.1%	1.9%	2.9%	0.9%	-7.5%
CN(C(=O)CC1C(=O)NCCN1Cc1cccc(C(F)(F)F)c1)C1CCOCC1 (centres undefined)	-3.1%	0.3%	-13.2%	0.7%	-1.0%
CN(C)C(=O)c1nc(C#N)c(N(C)C)o1	-9.5%	8.4%	7.3%	i	-9.1%
CCCCc1ncc(CN2CCC(CC3CCCCO3)(C(=O)OCC)CC2)[nH]1 (centres undefined)	4.8%	0.8%	0.2%	1.4%	10.9%
C[C@H](CO)N1C[C@H](C)[C@@H](CN(C)Cc2ccccc2)Oc2c(NC(=O)Cc3ccccc3)cccc2C1=O	-0.1%	·	2.8%	6.6%	30.3%
Cc1cccc(NC(=S)NCc2cccs2)c1C	2.4%	-15.5%	1.7%	0.3%	70.4%
O=C1CC(C(=O)N2CCN(c3ccc(F)cc3)CC2)CN1CCc1ccccc1 (centres undefined)	-6.1%	4.3%	3.0%	0.3%	·
O=C(Nc1cnn(Cc2ccc(Cl)cc2)c1)c1cccs1	-4.5%	4.7%	-9.7%	2.0%	-1.4%
COc1ccc(C(=O)NCCSCc2ccco2)cc1OC	3.5%	-0.6%	-9.7%	0.2%	3.3%
O=C(NC1CC1)c1c[nH]c2ccc(S(=O)(=O)Nc3cccc(C(F)(F)F)c3)cc2c1=O	4.4%	4.2%	14.0%	2.7%	17.0%
CCc1nnc(NC(=O)C2CCN(c3nc(C)cc(C)n3)CC2)s1	-2.9%	-6.9%	-0.5%	3.6%	23.7%
CNC(=O)COc1ncnc2sccc12	·	·	-3.0%	1.2%	·
CC(C)Oc1ccc(C(=O)NC2CCN(Cc3ccccc3)CC2)cc1	12.6%	3.5%	-5.2%	1.2%	-13.6%
O=C(NC(=O)c1c(F)cccc1F)Nc1ccccc1SC(F)F	6.2%	4.5%	7.6%	i	10.8%
CC(C)C(=O)NC(c1ccco1)c1c(O)ccc2ccccc12 (centres undefined)	2.7%	4.0%	6.0%	0.9%	11.2%
COc1ccc(N2C(=O)CC(N3CCN(c4ccccc4OC)CC3)C2=O)cc1 (centres undefined)	2.4%	1.8%	1.2%	i	22.7%
O=C(NNC(=O)c1ccncc1)Nc1ccc(Br)cc1	·	·	-8.9%	1.0%	·
COc1ccccc1NC(=O)N1CCN(c2ccccc2F)CC1	-2.2%	0.4%	-6.6%	0.8%	-8.1%
CN(C(=O)COC(=O)Cc1c(Cl)cccc1Cl)c1c(N)n(Cc2ccccc2)c(=O)[nH]c1=O	-0.3%	3.2%	-9.9%	9.5%	-2.7%
Cc1c(N)c(=O)n(-c2ccccc2)n1C	-6.4%	11.9%	-2.1%	0.1%	1.8%
